Compound activity as filed in PubChem.
A-T KAP1 phos = candidate therapy for ataxia-telangiectasia | 0.19% of 320,000 active | AID 485349 | Potency, µM (series often up to 57.5 µM), inactives show at the highest dose activation, usual class: activators | […] A-T fibroblasts, KAP-1 phosphorylation AlphaLISA; neocarzinostatin DNA damage 30 min before lysis; note: potency is the fitted concentration of half-maximal effect; % of control where 0% means no effect; nearly all actives have a fitted effect of over 45% in size
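ATM-like activity read as KAP-1 phosphorylation via AlphaLISA donor/acceptor antibody pairs after lysis and 6 hr at 25C. Cells were ATM-null patient fibroblasts ([…], hTERT), dosed 60 min, then exposed to the DSB inducer NCS for 30 min.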
KCNH2 3.1 inh = KCNH2 3.1 (human) potassium channel inhibition; activity change, % (tested at about 1.8 µM); 0.95% of 340,000 active; U2OS KCNH2 3.1, thallium flux FluxOr; hits give low values;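 active = maximum activity change below -70%; inconclusive = maximum activity change from -70% to -50%; inactive = maximum activity change above -50%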;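 note: thallium influx rate constant from kinetic fluorescence after stimulation buffer; % is set by controls: 0 for no effect and ±100 for the full control effect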
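U2OS cells transduced with KCNH2 3.1 mutant virus (1.77 x 10^8 /mL, 4 h), plated overnight at 37 C, loaded 45 min with FluxOr dye plus Red40 quencher. Thallium flux rate constant from kinetic reads after stimulation buffer, normalised to controls.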
Mito fusion yeast = inhibitors of mitochondrial division or activators of mitochondrial fusion. S. cerevisiae fusion-defective mutant growth rescue, CellTiterGlo 48 h. Potency, µM (titrated, usually from 46.1 µM), for the others: top-dose growth rescue (activation), actives largely listed as activators. 0.23% of 320,000 active;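 note: potency is the fitted concentration of half-maximal effect; % of control where 0% means no effect; nearly all actives have a fitted effect of over 45% in size; temperature-sensitive fusion mutants such as fzo1-1 at 37 °C on non-fermentable ethanol glycerol medium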
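S. cerevisiae fusion-defective temperature-sensitive mutants (e.g. fzo1-1, mgm1-5) grown 48 h at 37C in YPEG (ethanol/glycerol non-fermentable) medium with 23 nl compound per well; growth rescue read as CellTiterGlo luminescence.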
TCR activator = activators of T cell receptors; primary human leukocytes, anti-CD3, IL-2 HTRF, 48 h; Potency, µM (doses to about 9.22 µM), for inactives: top-dose activation of IL-2 secretion, most hits filed as activators; 330,000 tested, under 10 active; note: % of control where 0% means no effect
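Readout: HTRF IL-2, Eu-cryptate/d2 antibody pair, 320nm excitation, 665nm emission. Stimulus: a-CD3 beads, no co-stimulation. Cells: primary human leukocytes. Exposure: 48 hr with compound.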
USP2a block = inhibitors of human ubiquitin-specific protease USP2a. 0.01% of 330,000 active. Potency, µM (top dose mostly 38.3 µM), without a hit: top-dose activity change, negative = inhibition, hits mostly inhibitors. USP2 core, Ub-CHOP2 coupled fluorogenic reporter, 485/531;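 note: potency is the fitted concentration of half-maximal effect; plate controls were DMSO wells for no effect and full inhibition by NEM control for full effect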
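Cell-free coupled assay: 10nM USP2 core preincubated 30min RT with compound in Tris-HCl pH 8.0/CaCl2/CHAPS buffer, then 25nM Ub-CHOP2 and 25nM reporter substrate; fluorescence (Ex 485/Em 531) read after 60min RT, normalized to NEM inhibition, concentration-response curves fitted.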
Eya2 phos inh = inhibitors of human Eya2 phosphatase activity | Potency, µM (series often up to 76.9 µM), for the others: top-dose activity, negative = inhibition, actives largely listed as inhibitors | 0.006% of 330,000 active | recombinant Eya2, OMFP fluorescence dephosphorylation (OMFP is methylfluorescein phosphate) | O00167 | AID 488837; note: potency is the fitted concentration of half-maximal effect; % is set by controls: 0 for no effect and ±100 for the full control effect
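Eya2 protein (added as 0.2 uM solution) was preincubated with compound for 10 min at ambient temperature in 50 mM HEPES pH 7.5, 50 mM NaCl, 5 uM MgCl2, 0.05% BSA, 1 mM DTT. OMFP (added at 50 uM) then reacted 10 min; fluorescence read at 485/525 nm.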
TSHR antagonist = blocks TSH signaling through the human TSH receptor | AID 504810 | TSHR-expressing cells, TSH-stimulated cAMP HTRF, 2 h; hits give low values | activity change, negative = inhibition, % at 11.5 µM | P16473 | 0.2% of 330,000 active;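 active = activity change below a set negative limit, meaning inhibition stronger than a set level, cut at about -70% in these data; inconclusive = activity change between two set negative limits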; note: % is set by controls: 0 for no effect and ±100 for the full control effect
Target sequence (P16473 whole entry, looked up): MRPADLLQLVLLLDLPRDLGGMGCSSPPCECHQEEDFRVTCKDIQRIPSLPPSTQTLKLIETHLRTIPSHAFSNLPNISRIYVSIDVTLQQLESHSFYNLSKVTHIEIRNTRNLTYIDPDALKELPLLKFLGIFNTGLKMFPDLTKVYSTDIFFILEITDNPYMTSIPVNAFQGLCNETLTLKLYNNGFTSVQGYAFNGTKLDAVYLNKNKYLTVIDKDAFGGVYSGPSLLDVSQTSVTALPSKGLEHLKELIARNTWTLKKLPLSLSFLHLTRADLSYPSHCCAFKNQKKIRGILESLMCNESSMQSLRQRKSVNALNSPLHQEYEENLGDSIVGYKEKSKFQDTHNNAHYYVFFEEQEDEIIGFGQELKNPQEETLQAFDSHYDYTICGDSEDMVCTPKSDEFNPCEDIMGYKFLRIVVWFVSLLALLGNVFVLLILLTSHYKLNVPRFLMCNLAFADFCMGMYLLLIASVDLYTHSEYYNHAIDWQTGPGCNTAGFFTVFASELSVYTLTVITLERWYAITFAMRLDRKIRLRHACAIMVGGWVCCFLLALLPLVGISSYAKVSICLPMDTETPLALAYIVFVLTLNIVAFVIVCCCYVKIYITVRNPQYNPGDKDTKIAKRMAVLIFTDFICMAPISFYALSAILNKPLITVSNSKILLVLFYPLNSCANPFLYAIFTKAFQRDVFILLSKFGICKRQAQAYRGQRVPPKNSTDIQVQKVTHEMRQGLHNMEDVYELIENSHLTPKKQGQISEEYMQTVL
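Read-out is FRET at 665 nm (cryptate excitation 337 nm) from a cryptate-tagged anti-cAMP antibody, competed by cell cAMP against cAMP-d2. Compounds are tested on freshly harvested TSHR cells challenged with 4nM TSH (EC80) for 2 hours at 37 deg C.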
TRPV1 ag = agonists of human vanilloid receptor 1 (TRPV1). Q8NER1. TRPV1-expressing cells, Fluo-8 calcium influx, agonist mode. activation, % at 8.33 µM. 0.19% of 320,000 active; in the data active = activation above about 80%; inconclusive = between about 30% and that limit; note: 0% is about no effect
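Cells expressing TRPV1 were dye-loaded with Fluo-8 and read kinetically: 10 s baseline, 3 min after compound (agonist portion), then 2 min after EC20 capsaicin (allosteric enhancer portion). Calcium-bound dye fluorescence at 480/520 nm.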
ELG1 DNA repair = inhibitors of ELG1-dependent DNA repair in HEK293T cells. HEK293T ELG1-luciferase reporter, luminescence, 16 h; DNA damage induced by 5-fluorouridine. AID 504467. Potency, µM (top dose mostly 46.1 µM), without a hit: top-dose activity change, negative = inhibition, usual class: inhibitors. 2.3% of 330,000 active; note: potency is the fitted concentration of half-maximal effect; % is set by controls: 0 for no effect and ±100 for the full control effect; nearly all actives have a fitted effect of over 55% in size
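In this reporter screen, reduction of luminescence relative to DMSO vehicle indicated activity. Compounds and 5-fluorouridine were added together to 2,000 cells per well, incubated for 16 hr at 37 °C, then developed with ONE-Glo.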
KCNH2 WT inh = blocks the wildtype human KCNH2 potassium channel | U2OS, BacMam KCNH2, thallium flux FluxOr; hits give low values | activity change, % at 1.84 µM | 0.37% of 340,000 active;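 active = maximum activity change below -70%; inconclusive = maximum activity change between -70% and -50%; inactive = maximum activity change above -50%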; note: % is set by controls: 0 for no effect and ±100 for the full control effect
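U2OS cells transduced with wild-type KCNH2 virus are loaded with FluxOr dye for 45 min, and thallium flux is measured in kinetic reads before and after stimulation buffer. Rate constants are normalized to DMSO controls.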
* marks the source's active call; other numbers are inactive results; ? = inconclusive; . = no result given; [ ] = remark or other dose. Unless noted, calls come from the whole dose curve; as a rule, active = well fitted curve in the direction sought with a large enough effect; inconclusive = small, poorly fitted or top-dose-only effect, or another doubt; inactive = no such curve, though single readings can be large; an effect the other way counts as inactive or inconclusive. These rows are one share of the data. The share of hits here may be higher or lower than overall.

#	Structure	A-T KAP1 phos	KCNH2 3.1 inh	Mito fusion yeast	TCR activator	USP2a block
1	COc1ccccc1C(=O)NCC(=O)NCCc1ccc(Cl)cc1	6%	-7	4%	-2%	-1%
2	COc1cccc(OC)c1C(=O)Nc1cccc2c1CCCC2	0%	1	3%	2%	0%
3	CC(C)(C)NC(=O)COc1ccc(S(=O)(=O)N2CCCC2)cc1	4%	0	4%	0%	0%
4	CCCS(=O)(=O)N1CCN(Cc2ccncc2)CC1	5%	-10	-3%	.	1%
5	CCOC(=O)C1(Cc2cccc(Cl)c2)CCCN(C(=O)c2cc(C)n(C)n2)C1 (centres undefined)	3%	10	3%	2%	-3%
6	COc1ccc(/C(N)=N/OC(=O)c2ccco2)cc1OC	-1%	13	1%	2%	1%
7	COc1ccc(CCNS(=O)(=O)c2ccc3c(c2)NC(=O)CCS3)cc1OC	0%	-5	4%	1%	1%
8	O=C(O)c1cccc(NC(=S)NC(NC(=O)c2ccccc2[N+](=O)[O-])C(Cl)(Cl)Cl)c1 (centres undefined)	-3%	6	4%	9%	1%
9	COc1cc(NC(=O)c2ccco2)c(OC)cc1NC(=O)CCC(=O)Nc1cccc(C)c1C	-5%	22	-1%	4%	-1%
10	N#Cc1ccc(-c2ccccc2)nc1SCCN1CCOCC1	10%	-2	11%	-7%[46.1 µM]	3%
11	CCOC(=O)C1CCCN(CC(=O)Nc2c(C(=O)OC)[nH]c3ccccc23)C1 (centres undefined)	4%	4	3%	.	6%
12	Cc1cc(/C=C(\C#N)C(=O)NCc2ccco2)c(C)[nH]1	.	-5	7%	2%[46.1 µM]	-1%
13	O=C(Nc1c2ccccc2nc2ccccc12)C(Cl)(Cl)Cl	?	5	-4%	-2%	-2%
14	O=[N+]([O-])c1cc(S(=O)(=O)NCCN2CCOCC2)ccc1Sc1nnnn1-c1ccccc1	13%	2	-1%	-1%[46.1 µM]	1%
15	CCS(=O)(=O)N1Cc2ccccc2CC1C(=O)Nc1ccccc1OC (centres undefined)	14%	4	0%	0%	8%

#	Eya2 phos inh	TSHR antagonist	TRPV1 ag	ELG1 DNA repair	KCNH2 WT inh
1	-3%	0	-2	-5%	20
2	-5%	5	0	-15%	7
3	0%	-8	3	24%	-13
4	-9%	3	1	4%	-11
5	0%	-13	25	3%	-5
6	-10%	-4	1	?	7
7	-5%	17	-8	-3%	-13
8	-15%	-5	0	26%	6
9	-7%	7	1	-19%	-6
10	-4%	-13	12	?	-5
11	9%	-3	?	-25%	0
12	-1%	0	4	?	7
13	-4%	4	.	20%	-4
14	-3%	13	5	?	12
15	6%	4	1	12%	-8

The last two records of the part above are carried over, then new ones follow:
#	Structure	A-T KAP1 phos	KCNH2 3.1 inh	Mito fusion yeast	TCR activator	USP2a block
14	O=[N+]([O-])c1cc(S(=O)(=O)NCCN2CCOCC2)ccc1Sc1nnnn1-c1ccccc1	13%	2	-1%	-1%[46.1 µM]	1%
15	CCS(=O)(=O)N1Cc2ccccc2CC1C(=O)Nc1ccccc1OC (centres undefined)	14%	4	0%	0%	8%
16	COC(=O)c1ccc(Cl)c(NC(=O)CN(c2ccccc2)S(=O)(=O)c2ccc(OC)cc2)c1	8%	?	0%	3%[46.1 µM]	3%
17	CCC(NC(=O)c1oc2ccccc2c1COC)c1ccc(OC)cc1 (centres undefined)	2%	-1	33%	0%	0%
18	CC(Nc1c([N+](=O)[O-])c(=O)oc2ccccc12)C(Cl)c1ccccc1 (centres undefined)	7%	-2	0%	-14%	-1%
19	O=C(CCN1CCCCC1)NNC(=S)NC(=O)c1ccc(Br)cc1	0%	10	-2%	-1%	-2%
20	CC/C(=C\C(=O)c1ccncc1)Nc1ccc(O)cc1	8%	14	-4%	4%	2%
21	COc1ccc(-n2c(CCC(=O)O)ccc2-c2ccccc2)cc1	-4%	2	4%	-4%	2%

#	Eya2 phos inh	TSHR antagonist	TRPV1 ag	ELG1 DNA repair	KCNH2 WT inh
14	-3%	13	5	?	12
15	6%	4	1	12%	-8
16	-1%	-8	0	?	-4
17	-1%	10	?	-22%	22
18	-28%	-4	11	-13%	6
19	1%	9	0	-5%	2
20	-1%	-8	-2	?	3
21	1%	-17	5	14%	2

For convenience, part of the list above.
#	Structure	A-T KAP1 phos	KCNH2 3.1 inh	Mito fusion yeast	TCR activator	USP2a block
12	Cc1cc(/C=C(\C#N)C(=O)NCc2ccco2)c(C)[nH]1	.	-5	7%	2%[46.1 µM]	-1%
13	O=C(Nc1c2ccccc2nc2ccccc12)C(Cl)(Cl)Cl	?	5	-4%	-2%	-2%
14	O=[N+]([O-])c1cc(S(=O)(=O)NCCN2CCOCC2)ccc1Sc1nnnn1-c1ccccc1	13%	2	-1%	-1%[46.1 µM]	1%
15	CCS(=O)(=O)N1Cc2ccccc2CC1C(=O)Nc1ccccc1OC (centres undefined)	14%	4	0%	0%	8%
16	COC(=O)c1ccc(Cl)c(NC(=O)CN(c2ccccc2)S(=O)(=O)c2ccc(OC)cc2)c1	8%	?	0%	3%[46.1 µM]	3%
17	CCC(NC(=O)c1oc2ccccc2c1COC)c1ccc(OC)cc1 (centres undefined)	2%	-1	33%	0%	0%
18	CC(Nc1c([N+](=O)[O-])c(=O)oc2ccccc12)C(Cl)c1ccccc1 (centres undefined)	7%	-2	0%	-14%	-1%
19	O=C(CCN1CCCCC1)NNC(=S)NC(=O)c1ccc(Br)cc1	0%	10	-2%	-1%	-2%
20	CC/C(=C\C(=O)c1ccncc1)Nc1ccc(O)cc1	8%	14	-4%	4%	2%
21	COc1ccc(-n2c(CCC(=O)O)ccc2-c2ccccc2)cc1	-4%	2	4%	-4%	2%

#	Eya2 phos inh	TSHR antagonist	TRPV1 ag	ELG1 DNA repair	KCNH2 WT inh
12	-1%	0	4	?	7
13	-4%	4	.	20%	-4
14	-3%	13	5	?	12
15	6%	4	1	12%	-8
16	-1%	-8	0	?	-4
17	-1%	10	?	-22%	22
18	-28%	-4	11	-13%	6
19	1%	9	0	-5%	2
20	-1%	-8	-2	?	3
21	1%	-17	5	14%	2
